# Yp Topo-I inh: Yersinia pestis topoisomerase I inhibitors, primary screen, biochemical, cleavage product accumulation, plate reader, single point; DNA topoisomerase I (Yersinia pestis CO92); Y. pestis Topo-I cleavage product accumulation; activity, % at 10 µM; 360,000 tested, 0.064% active; in the data active means activity above about 50%, passing the limit was not always enough; further: inactives centre near 2
# GDH-TPI counter: GDH-TPI coupling enzyme inhibitors, primary screen, artefact control for M. tuberculosis FBA inhibitor project, biochemical, absorbance, full deck | inhibition, % at 4.8 µM | 360,000 tested, 1.2% active | GDH-TPI coupled enzyme counterscreen, NADH absorbance; in the data active means inhibition above about 30%;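 further: 0% = DMSO wells and 100% = wells lacking the enzyme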
# PfHsp40 rescue: rescue of yeast from PfHsp40 toxicity, primary screen, S. cerevisiae, ATP luminescence; S. cerevisiae expressing PfHsp40, growth rescue; growth rescue, % at 12.5 µM; 340,000 tested, 0.68% active; AID 504582, 2011; in the data active means growth rescue above about 28%, passing the limit was not always enough;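 further: yeast W303a lacking pdr1 and pdr3 grown in galactose medium; growth measured after three days at 30 °C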
# BioA inh: M. tuberculosis BioA enzyme inhibitors, primary screen, biochemical, plate reader, single point, HTS; purified M. tuberculosis BioA enzyme; inhibition, % at 9.99 µM; 360,000 tested, 0.096% active; AID 602481, 2012; in the data active means inhibition above about 40%
# UGM FP inh: M. tuberculosis UGM enzyme inhibitors, primary screen, biochemical, fluorescence polarization, single point | purified UGM, fluorescence polarization probe displacement | inhibition, % at 10 µM | 320,000 tested, 0.06% active | AID 504406, 2011; in the data active means inhibition above about 10%, passing the limit was not always enough
# FadD28 FP inh: inhibitors of FadD28 bisubstrate probe binding, primary screen, biochemical, fluorescence polarization, single point | Mycobacterium tuberculosis FadD28 fatty-acid-AMP ligase | inhibition, % at 12.5 µM | 360,000 tested, 0.22% active | AID 588549, 2011; in the data active means inhibition above about 8.5%, passing the limit was not always enough
# Mtb FBA inh: Mtb FBA enzyme inhibitors, primary screen, biochemical, fluorescence, strain H37Rv | inhibition, % at 1 µM | Fructose-bisphosphate aldolase (Mycobacterium tuberculosis (strain ATCC 25618 / H37Rv)), … | 360,000 tested, 2.3% active | purified M. tuberculosis FBA, fluorescence read-out; in the data active means inhibition above about 27%;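 further: 0% = vehicle and 100% = reference inhibitor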
# TcdB GH inh: TcdB glycohydrolase inhibitors, primary screen, biochemical, single point, plate reader; TcdB glycohydrolase enzymatic assay; inhibition, % at 9.99 µM; 350,000 tested, 0.24% active; AID 652162, 2013; in the data active means inhibition above about 10%
# Target sequence (P18177 whole entry, looked up): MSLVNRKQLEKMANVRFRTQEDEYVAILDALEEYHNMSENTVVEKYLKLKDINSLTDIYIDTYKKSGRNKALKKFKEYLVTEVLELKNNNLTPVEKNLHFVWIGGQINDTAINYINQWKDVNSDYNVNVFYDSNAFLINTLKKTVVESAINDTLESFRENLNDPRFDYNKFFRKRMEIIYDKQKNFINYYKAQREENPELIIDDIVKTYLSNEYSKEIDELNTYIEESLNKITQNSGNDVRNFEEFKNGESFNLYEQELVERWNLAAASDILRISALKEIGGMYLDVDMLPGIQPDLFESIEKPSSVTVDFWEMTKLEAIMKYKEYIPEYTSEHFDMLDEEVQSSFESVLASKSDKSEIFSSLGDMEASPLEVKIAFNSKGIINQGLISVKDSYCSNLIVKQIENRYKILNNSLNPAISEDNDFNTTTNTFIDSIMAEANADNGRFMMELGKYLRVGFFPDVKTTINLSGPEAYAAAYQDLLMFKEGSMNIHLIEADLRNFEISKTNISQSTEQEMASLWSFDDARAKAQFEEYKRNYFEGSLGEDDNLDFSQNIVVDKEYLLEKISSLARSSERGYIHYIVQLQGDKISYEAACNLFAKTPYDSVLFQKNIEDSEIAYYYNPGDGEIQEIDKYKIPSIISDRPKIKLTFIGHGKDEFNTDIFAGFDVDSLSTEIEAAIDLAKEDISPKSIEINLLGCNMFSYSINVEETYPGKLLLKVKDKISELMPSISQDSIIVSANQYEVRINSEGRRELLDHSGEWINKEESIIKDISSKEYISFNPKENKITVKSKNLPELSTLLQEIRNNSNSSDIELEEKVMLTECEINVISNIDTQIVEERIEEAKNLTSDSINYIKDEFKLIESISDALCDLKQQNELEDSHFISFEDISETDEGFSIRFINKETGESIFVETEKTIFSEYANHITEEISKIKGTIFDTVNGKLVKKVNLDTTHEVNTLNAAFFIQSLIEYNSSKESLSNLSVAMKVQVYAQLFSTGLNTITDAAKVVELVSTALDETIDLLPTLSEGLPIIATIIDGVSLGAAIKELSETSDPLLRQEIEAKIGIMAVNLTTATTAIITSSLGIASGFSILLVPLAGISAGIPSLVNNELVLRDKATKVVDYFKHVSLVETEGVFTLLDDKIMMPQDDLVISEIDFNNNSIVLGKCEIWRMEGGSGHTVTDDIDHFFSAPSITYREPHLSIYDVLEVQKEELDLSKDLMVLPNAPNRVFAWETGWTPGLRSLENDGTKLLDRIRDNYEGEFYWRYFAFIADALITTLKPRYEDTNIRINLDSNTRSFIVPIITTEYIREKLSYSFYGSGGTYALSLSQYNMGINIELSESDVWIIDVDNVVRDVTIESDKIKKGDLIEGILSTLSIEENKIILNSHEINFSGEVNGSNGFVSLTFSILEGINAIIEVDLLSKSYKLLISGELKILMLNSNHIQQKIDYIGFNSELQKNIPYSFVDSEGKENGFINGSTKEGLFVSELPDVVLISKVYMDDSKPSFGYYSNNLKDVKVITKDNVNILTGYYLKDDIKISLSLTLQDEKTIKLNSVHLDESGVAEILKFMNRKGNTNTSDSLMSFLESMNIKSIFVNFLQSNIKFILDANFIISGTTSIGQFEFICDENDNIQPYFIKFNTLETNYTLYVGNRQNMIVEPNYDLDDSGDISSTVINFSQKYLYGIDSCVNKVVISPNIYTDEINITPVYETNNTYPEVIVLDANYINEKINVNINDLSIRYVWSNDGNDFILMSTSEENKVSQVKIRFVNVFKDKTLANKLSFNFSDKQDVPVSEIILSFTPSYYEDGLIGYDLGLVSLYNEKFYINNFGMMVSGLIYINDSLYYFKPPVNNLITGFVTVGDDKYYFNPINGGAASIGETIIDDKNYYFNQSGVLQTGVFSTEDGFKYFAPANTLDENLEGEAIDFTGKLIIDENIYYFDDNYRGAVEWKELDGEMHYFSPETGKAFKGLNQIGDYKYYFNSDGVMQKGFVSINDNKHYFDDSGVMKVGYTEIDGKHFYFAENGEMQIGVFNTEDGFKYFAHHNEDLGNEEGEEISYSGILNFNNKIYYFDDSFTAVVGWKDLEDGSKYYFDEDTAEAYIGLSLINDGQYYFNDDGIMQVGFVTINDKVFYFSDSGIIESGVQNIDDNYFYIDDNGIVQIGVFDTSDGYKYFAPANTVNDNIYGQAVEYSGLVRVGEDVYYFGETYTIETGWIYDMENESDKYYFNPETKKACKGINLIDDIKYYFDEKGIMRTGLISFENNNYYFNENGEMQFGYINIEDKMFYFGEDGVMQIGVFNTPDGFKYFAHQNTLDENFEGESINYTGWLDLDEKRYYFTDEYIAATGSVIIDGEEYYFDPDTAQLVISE
# Vc quorum ag: inducers of Vibrio cholerae quorum light production without autoinducers, primary screen, BH1578 luxS cqsA deficient, single point; AID 588436, 2011; 350,000 tested, 0.16% active; V. cholerae BH1578 lux reporter, luminescence, 6 h; activation, % at 18.7 µM; in the data active means activation mostly above about 9.7%, no sharp cut-off; further: not every result past the cut was called active; inactives centre near 0; reference of the scale not given here
# * hit, by the source's call; i = inactive; · = not tested or not shown.
# The first three records as a preview:
# Every second line gives: Yp Topo-I inh, GDH-TPI counter, PfHsp40 rescue, BioA inh, UGM FP inh, FadD28 FP inh, Mtb FBA inh, TcdB GH inh, Vc quorum ag
> Cc1ccc(NC(=O)CSCc2ccco2)cc1
  0, 2, 0.1, ·, 1.3, -1.0, 0, -0.3, -0.4
> C=CCn1c2ccccc2c2nnc(SCC(=O)NC(C(=O)OC)C(C)C)nc21 (centres undefined)
  0, 8, -0.9, -2.4, 0.5, -3.2, 1, ·, -0.6
> CCC(C)NC(=O)C1CCN(S(=O)(=O)c2ccc3c(c2)CC(C)N3C(C)=O)CC1 (centres undefined)
  -4, 1, -0.1, -0.3, 1.1, -2.6, -4, 0.1, -0.2

# Results, previewed entries included:
# Every second line gives: Yp Topo-I inh, GDH-TPI counter, PfHsp40 rescue, BioA inh, UGM FP inh, FadD28 FP inh, Mtb FBA inh, TcdB GH inh, Vc quorum ag
> Cc1ccc(NC(=O)CSCc2ccco2)cc1
  0, 2, 0.1, ·, 1.3, -1.0, 0, -0.3, -0.4
> C=CCn1c2ccccc2c2nnc(SCC(=O)NC(C(=O)OC)C(C)C)nc21 (centres undefined)
  0, 8, -0.9, -2.4, 0.5, -3.2, 1, ·, -0.6
> CCC(C)NC(=O)C1CCN(S(=O)(=O)c2ccc3c(c2)CC(C)N3C(C)=O)CC1 (centres undefined)
  -4, 1, -0.1, -0.3, 1.1, -2.6, -4, 0.1, -0.2
> Cc1occc1C(=O)Nc1ccc(S(=O)(=O)N2CCN(C)CC2)cc1
  -10, 10, 0.4, ·, 2.2, -0.2, 0, ·, i
> Cc1ccc(Nc2cnn(C34CC5CC(CC(CC(=O)O)(C5)C3)C4)c(=O)c2Cl)cc1
  4, 26, 0.9, -0.5, 0.3, 2.6, 0, -0.3, 3.7
> Cn1c(=O)c2c(nc(N3CCOCC3)n2CCCNC2=NCCC2)n(C)c1=O
  -1, 7, -0.1, -0.5, 1.4, 0.8, -3, ·, i
> CCCCCCCCn1c(=O)c(C(=O)OC)c(N)c2ccccc21
  19, -11, ·, 0.8, 0.5, -9.1, 2, 2.5, -0.1
> CC[n+]1c(/C=C/Nc2ccccc2)oc2ccccc21
  8, 28, -1.5, -1.1, -1.1, -0.7, 4, ·, i
> Cc1ccc(OCC(=O)N(C)CC(=O)Nc2ccc(F)cc2)c([N+](=O)[O-])n1
  -11, 11, 0.0, -1.2, -5.5, -0.2, 1, 0.9, -1.7
> O=C(Nc1cccc(C(F)(F)F)c1)c1cc2ncc(Br)cn2n1
  0, 3, -1.9, -1.6, -2.0, 1.7, 4, -0.3, i
> COCCN(C(=O)CSc1nn(-c2ccc(F)cc2)c(=S)s1)c1c(N)n(CC(C)C)c(=O)[nH]c1=O
  24, 0, 1.9, 0.0, -1.4, -2.0, 1, 0.3, -1.7
> Cc1cccc(CS(=O)(=O)Cc2ccc(C(=O)NC3CCCCCC3)o2)c1
  11, 2, -1.4, 0.0, 3.7, -2.0, -2, 0.1, -0.4
> CN(NC(=O)c1ccc(Cl)cc1Cl)C1=NS(=O)(=O)c2ccccc21
  4, 3, -1.0, -0.1, -1.8, -1.2, 0, 2.6, -0.1
> O=C(NCc1ccccc1F)C(=O)NCC1CCCN1S(=O)(=O)c1ccccc1 (centres undefined)
  6, 6, 0.3, -3.0, -0.4, -2.1, -2, 2.0, 12
> COc1cccc(C(C(=O)NC2CCCC2)N(C(=O)c2ccco2)c2ccc(C(C)=O)cc2)c1OC (centres undefined)
  9, 4, -0.4, -1.4, 1.6, 0.2, -1, 1.1, -1.6
> O=C(NCc1n[nH]c(=S)n1-c1ccccc1)c1cccs1
  -6, -6, -0.8, -1.4, 2.2, -3.5, -4, 1.7, -4.1
> O=C(NC1(C(F)(F)F)NC(=O)N(c2ccccc2)C1=O)c1cccs1 (centres undefined)
  -8, 3, 0.8, ·, -1.5, 0.2, 11, ·, -3.3
> Cc1cccn2c(=O)cc(COC(=O)C(C)Oc3ccccc3)nc12 (centres undefined)
  -1, 4, -1.0, -3.1, 0.5, -0.6, 4, 3.5, i
> S=C1NC(c2ccccc2)N2C(=S)NC(c3ccccc3)N12 (centres undefined)
  -18, -5, -0.7, ·, 3.5, -3.1, -1, ·, -0.4
> O=C(Nc1ccc([N+](=O)[O-])cc1)Nc1ccc(Cl)cc1F
  7, 3, ·, ·, 0.8, 2.3, -4, -0.2, -0.4
> Cc1cc(C)cc(NC(=S)N2CCC(N(C)CC3CCCO3)CC2)c1 (centres undefined)
  -9, -10, 1.1, 0.0, -0.6, -2.4, 8, -0.8, -0.4
> CCOc1ccc(CCNC(=O)COC(=O)Cc2c[nH]c3ccccc23)cc1OCC
  10, 7, 0.5, -0.7, 1.9, 0.4, -2, -3.5, -1.2
> Cc1cc(C)nc(Nc2nc3ccccc3o2)n1
  8, 1, -0.2, 0.7, 1.1, -2.6, -2, 0.6, 7.1
> CCC(CC)CN1CCN=C1N(C)C
  -1, -2, 0.7, -1.1, 2.4, -1.1, 0, 1.4, i
> C(=N\Nc1ccccn1)/c1c[nH]c2ccccc12
  -28, 5, -0.5, 1.6, -3.0, -2.1, -1, 3.9, -0.2
> CCCN1C(=O)C2(/C(=C(\O)c3ccc4c(c3)OCCO4)C(=O)C(=O)N2CCCOC)c2ccccc21 (centres undefined)
  -1, -2, 0.5, ·, 3.2, 0.4, -3, -0.2, -0.3
> Cc1c(NS(=O)(=O)c2ccc(C(=O)N(C)Cc3cccc(Cl)c3Cl)cc2)c(=O)n(-c2ccccc2)n1C
  -4, 4, 0.0, -0.7, ·, -1.1, 1, 3.4, -3.2
> COc1ccc(Nc2nc(=O)[nH]nc2C)cc1
  8, 16, -2.4, 2.4, 2.3, 0.3, 1, 0.9, 11
> C/C=C/c1ccc(OCC(O)CN2CCCCC2CC)c(OC)c1 (centres undefined)
  8, 2, -0.3, 0.1, ·, -0.1, 1, 0.8, -0.3
> CC12CN3CC(C)(CN(C1)C3c1ccc(Br)cc1)C2 (centres undefined)
  -10, 4, -1.4, -0.9, 0.2, -1.8, -8, ·, 2.0

# Next section
molecule | Yp Topo-I inh | GDH-TPI counter | PfHsp40 rescue | BioA inh | UGM FP inh | FadD28 FP inh | Mtb FBA inh | TcdB GH inh | Vc quorum ag
CC(C)OC(=O)CSc1nnc(-c2ccc(O)cc2)n1Cc1ccccc1 | 19 | 10 | -1.0 | · | -1.3 | 0.2 | 1 | · | i
COc1ccnc(Oc2ccccc2)c1C(N)=O | -4 | -4 | -1.5 | -1.3 | 1.8 | -0.3 | 0 | 0.4 | -0.3
COc1ccc(N(CC(=O)N2CCN(Cc3ccc4c(c3)OCO4)CC2)S(=O)(=O)c2ccc(F)cc2)cc1 | 13 | -4 | 1.3 | -6.1 | 0.8 | -3.1 | 2 | 1.5 | -0.3
CCN(C(=O)COc1ccc(C)nc1[N+](=O)[O-])C1CCS(=O)(=O)C1 (centres undefined) | -10 | 3 | -0.8 | · | 0.3 | -0.7 | 0 | · | -0.2
CC(/C=N/NC(=O)c1ccccc1C)=C\c1ccccc1 | 11 | 16 | · | 1.7 | 1.1 | -3.2 | -1 | 0.8 | -0.8
O=C(Cc1cccs1)Nc1ccc(F)cc1 | 3 | 3 | 0.7 | -0.4 | -1.6 | -2.7 | -1 | 2.1 | -0.3
COCCN(Cc1ccc(C)cc1)C(=O)[C@H]1O[C@@H](n2ccc(N)nc2=O)[C@H](O)[C@@H]1O | · | · | · | -4.9 | · | -0.7 | 5 | 1.0 | ·
Cc1ccc(NC(=O)COC(=O)/C=C/c2ccc(Br)o2)cc1S(=O)(=O)N(C)C | 3 | 17 | 0.6 | · | -2.9 | 1.7 | 5 | 0.3 | i
NS(=O)(=O)c1ccc(NC(=O)c2c(F)cccc2Cl)cc1 | 3 | 7 | -1.0 | 1.3 | 0.3 | -1.6 | 4 | 2.3 | i
O=C(CSc1nc2c(c(=O)[nH]1)CCC2)Nc1cccc(F)c1 | 1 | -12 | -1.8 | 3.0 | -0.1 | -2.5 | 1 | 0.2 | -0.4
COC(=O)c1ccc(NC(=S)Nc2ccc3ccccc3c2)cc1 | -10 | 4 | -0.7 | -1.1 | -1.8 | -2.3 | 7 | · | -0.4
Cc1ccc(OCC(=O)Nc2ccc(NC(=O)c3cccs3)cc2)c(C)c1 | 16 | 10 | 0.3 | -1.0 | 3.0 | -2.4 | -5 | 0.2 | -0.5
Cn1cccc1C(=O)NNC(=O)COc1ccccc1Cl | 7 | 2 | 0.1 | -1.1 | 1.2 | -1.6 | 2 | -0.1 | -0.3
Cc1nn(CC(=O)Nc2ccc(N3CCOCC3)cc2)c(C)c1Br | -1 | 8 | -2.7 | -0.8 | -2.4 | 0.2 | 3 | 1.5 | i
CCC(C)[C@H](NC(=O)N1CCN(c2cccc(C(F)(F)F)c2)CC1)C(=O)OC (some centres undefined) | -5 | 5 | 0.9 | 1.5 | 2.8 | -2.3 | -4 | -1.8 | -0.4
CCN(CC)S(=O)(=O)c1ccc(OC)c(NC(=O)CSc2ccccc2)c1 | 19 | 1 | 1.2 | -0.9 | 1.0 | 0.8 | -1 | · | i
CCC(C(=O)O/N=C(\N)c1cccc(C)c1)c1ccccc1 (centres undefined) | 6 | 6 | 1.7 | 2.0 | -3.6 | -0.8 | 5 | · | i
COc1ccccc1C(=O)NCCC(=O)Nc1nc2ccccc2[nH]1 | 2 | 1 | 0.0 | -1.2 | 2.4 | -0.4 | 2 | 0.5 | i
O=C(COc1ccc(Cl)cc1)Nc1ccc(Cc2ccncc2)cc1 | 36 | 1 | 5.5 | -0.5 | 2.6 | -4.4 | 1 | · | -0.3
COc1cccc(CNC(=O)c2ccc3c(c2)S(=O)(=O)N=C2CCCCCN23)c1 | -8 | 0 | 0.1 | 0.9 | 1.0 | -1.0 | 0 | 1.6 | 4.5
O=C(Nc1nc2ccccc2[nH]1)C1CCN(C(=O)c2ccc(F)cc2)CC1 | 0 | -9 | 1.1 | 1.2 | -2.1 | -1.3 | 2 | 0.5 | -0.2
CCN(C(=O)COC(=O)c1c(C)nsc1NC)c1ccccc1 | 2 | 2 | -1.9 | -2.8 | 1.0 | -0.9 | 4 | -3.3 | i
CCOc1ccc(OCC)c(NC(=O)C2CCN(S(=O)(=O)c3c(C)[nH]c(=O)[nH]c3=O)CC2)c1 | 7 | 2 | -0.9 | · | -1.5 | -1.8 | 1 | 0.9 | -0.4
Cc1cccc(NC(=O)CCCN2C(=O)c3ccccc3C2=O)n1 | 2 | 3 | -0.9 | -2.0 | -1.7 | 0.5 | -2 | · | -0.6
Fc1ccc(/C=N/n2c(COc3ccccc3)n[nH]c2=S)cc1 | -1 | -14 | -0.6 | 1.2 | 1.9 | -3.2 | 2 | 0.4 | i
CSc1nc2c(c(=O)[nH]1)C(c1ccccc1Cl)CC(=O)N2 (centres undefined) | -1 | -6 | 1.4 | · | 0.5 | -3.6 | -1 | -0.1 | -0.5
N/C(Cc1cccc2ccccc12)=N\OC(=O)c1cccs1 | 5 | · | -0.7 | 0.9 | 2.8 | -4.1 | · | · | i
Cc1ccccc1NS(=O)(=O)c1ccc(C)c(C(N)=O)c1 | -1 | 0 | 0.1 | · | 1.0 | -4.6 | 0 | · | -0.7
COC(=O)[C@H](Cc1ccccc1)NC(=O)[C@@]1(C)C[C@@H]1[C@@H](NC(=O)OCc1ccccc1)c1ccccc1 | -2 | 0 | 0.7 | -1.3 | -0.3 | -4.6 | -2 | -0.3 | -2.2
O=C(CN(c1ccc(Cl)cc1)S(=O)(=O)c1ccc(Cl)c([N+](=O)[O-])c1)NCCc1ccccc1 | 15 | -1 | -0.3 | · | 5.4 | -1.5 | 2 | 1.0 | i
CCN(Cc1ccccc1)C(c1ccc(C)cc1)c1nnnn1C(C)(C)C (centres undefined) | 7 | 1 | 0.5 | · | -1.6 | 0.5 | 5 | · | -0.7
O=S(=O)(NCC(c1cccnc1)N1CCc2ccccc2C1)c1ccccc1 (centres undefined) | 12 | 4 | -1.3 | 1.7 | -0.2 | -1.9 | 1 | -1.1 | -0.4
Cc1c(Cl)cccc1NC(=O)C1=COCCO1 | 0 | -4 | 0.9 | 0.1 | -1.0 | -3.4 | -3 | 0.0 | -0.7
